Compound activity as filed in PubChem.
tuberculosis growth – growth inhibition of non-replicating M. tuberculosis (AID 488890) | inhibition, % at 25 µM, or IC50 in µM where a hit was titrated | Mycobacterium tuberculosis non-replicating, growth inhibition; higher % means a stronger effect | 320,000 compounds, 0.39% hits; in the data active = a potency from the dose series; inconclusive = inhibition mostly from about 82% at the one dose, without a potency; inactive = the rest, 99 in 100 with inhibition below about 76%;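 note: plate controls were DMSO cells for no effect and high antibiotic wells for full effect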
PhoP GFP inhibition – PhoP regulon inhibitors, Salmonella typhi PhoP promoter GFP reporter, confirmatory (AID 1850) | Salmonella Typhi PhoP-promoter GFP reporter, fluorescence, 4 h; higher % means a stronger effect | one-dose inhibition, % at 50 µM; IC50 in µM for titrated hits | 310,000 compounds, 0.33% hits; in the data active = a potency from the dose series; inconclusive = inhibition mostly from about 25% at the one dose, without a potency; inactive = the rest, 99 in 100 with inhibition below about 19%;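 note: 0% = induced wells with vehicle and 100% = uninduced wells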
H37Rv inhibition – M. tuberculosis growth inhibition, HTS (AID 449762); inhibition, % at 25 µM; hits with a dose series show IC50 in µM; M. tuberculosis H37Rv growth inhibition, 7H9 media; higher % means a stronger effect; 330,000 compounds, 0.59% hits; in the data active = a potency from the dose series; inconclusive = inhibition above about 70% without an active follow-up result;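 note: bacterial growth assessed after seven days of incubation; strong numbers were not always called active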
H1N1 NS1A inhibition – H1N1 influenza NS1A inhibitors, functional cell based assay (AID 504329); NS1A functional cell-based assay, percent inhibition; higher % means a stronger effect; inhibition, % at 12.5 µM, or IC50 in µM where a hit was titrated; 340,000 compounds, 0.3% hits; in the data active = a potency from the dose series; inconclusive = inhibition above about 27% without an active follow-up result; note: strong numbers were not always called active
VEEV TC-83 Vero – inhibitors of VEEV TC-83 cytopathic effect, confirmation, Vero cells (AID 588727) | Vero cells, VEEV TC-83 cytopathic effect inhibition; higher % means a stronger effect | one-dose inhibition, % at 20 µM; IC50 in µM for titrated hits | 350,000 compounds, 0.13% hits; in the data active = a potency from the dose series; inconclusive = inhibition mostly from about 14% at the one dose, without a potency; inactive = the rest, 99 in 100 with inhibition below about 12%; note: strong numbers were not always called active
VEEV TC-83 Vero 10K pilot screen – further read-out of VEEV TC-83 Vero, marked with its call; inhibition, %; measured here: 10K pilot screen inhibition
* marks the source's active call; other numbers are inactive results; i = inactive; ? = inconclusive; / = no result given; & = joins results of further samples.

SMILES	tuberculosis growth	PhoP GFP inhibition	H37Rv inhibition	H1N1 NS1A inhibition	VEEV TC-83 Vero	others
COc1cc([C@@H]2Oc3cc(C4Oc5cc(O)cc(O)c5C(=O)[C@H]4O)ccc3O[C@H]2CO)ccc1O (some centres not stated)	12%	2%	5%	4%	3.0%
CCn1cc(C(=O)O)c(=O)c2cnc(N3CCNCC3)nc21	-10%	26µM*	7%	/	/
CCCCCC(=O)O[C@]1(C(C)=O)CC[C@H]2[C@@H]3CCC4=CC(=O)CC[C@]4(C)[C@H]3CC[C@@]21C	28%	1%&9%	5%	4%	3.2%
NC1CCN(c2nc3c(cc2F)c(=O)c(C(=O)O)cn3-c2ccc(F)cc2F)C1 (configuration not stated)	?	<0.23µM*	?	2%	4.0%
O=C(O)c1cccnc1Nc1cccc(C(F)(F)F)c1	20%	-14%	0%	-1%	i
CC(=O)CCCCn1c(=O)c2c(ncn2C)n(C)c1=O	-6%	-4%	-3%	1%	0.3%
CCc1ccc(CCOc2ccc(CC3SC(=O)NC3=O)cc2)nc1 (configuration not stated)	36%	-2%	23µM*	-2%	3.7%
COc1ccc(C[C@H]2COC(=O)[C@@H]2Cc2ccc(OC3OC(CO)C(O)C(O)C3O)c(OC)c2)cc1OC (some centres not stated)	-15%	-1%	-4%	7%	i
Oc1cc2c(cc1O)[C@H]1c3ccc(O)c(O)c3OC[C@@]1(O)C2	-9%	/	-4%	7%	1.2%
C1COC(NC(C2CC2)C2CC2)=N1	-16%	10%	4%	-5%	1.5%
Oc1ccc2c(c1)OCC1(O)Cc3cc(O)c(O)cc3C21 (configuration not stated)	/	/	/	15%	1.6%
CC12CCC(=O)C=C1CCC1C2CCC2(C)C1CCC2(O)C(=O)CO (configuration not stated)	-5%	3%	-1%	2%	1.8%
CN1CCCN=C1COC(=O)C(O)(c1ccccc1)C1CCCCC1 (configuration not stated)	12%	3%&-9%	-2%	-1%	i
CC[C@@H]1C(=O)OC[C@@H]1Cc1cncn1C	0%&-10%	-2%&1%&-16%	-1%&-7%	-11%&1%	0.6%&1.2%
Cc1cncn1CCc1nc2c3ccccc3nc(SCC(=O)Nc3cccc(Cl)c3)n2n1	?	8%	21µM*	3%	5.0%
N[C@@H](Cc1c[nH]c2ccc(O)cc12)C(=O)O	6%	1%	-1%	11%	1.4%
Cc1cccc2c1NC(=O)C2(c1ccc(O)cc1)c1ccc(O)cc1	18%	0%	6%	-13%	0.8%
CC1Cc2ccccc2N1NC(=O)c1ccc(Cl)c(S(N)(=O)=O)c1 (configuration not stated)	6%	8%	7%	1%	0.1%
COc1cc(-c2oc3cc(O)cc(O)c3c(=O)c2O[C@@H]2O[C@H](COC3O[C@@H](C)[C@H](O)[C@@H](O)[C@H]3O)[C@@H](O)[C@H](O)[C@H]2O)ccc1O (some centres not stated)	4%	/	5%	3%	0.4%
C/C=C(/C)C(=O)OC(C)(C)[C@@H]1Cc2c(ccc3ccc(=O)oc23)O1	46%	1%	-4%	2%	i

Ordered by molecular weight (largest number first): 7 of the compounds above.
SMILES	tuberculosis growth	PhoP GFP inhibition	H37Rv inhibition	H1N1 NS1A inhibition	VEEV TC-83 Vero	others
COc1ccc(C[C@H]2COC(=O)[C@@H]2Cc2ccc(OC3OC(CO)C(O)C(O)C3O)c(OC)c2)cc1OC (some centres not stated)	-15%	-1%	-4%	7%	i
CN1CCCN=C1COC(=O)C(O)(c1ccccc1)C1CCCCC1 (configuration not stated)	12%	3%&-9%	-2%	-1%	i
Cc1cccc2c1NC(=O)C2(c1ccc(O)cc1)c1ccc(O)cc1	18%	0%	6%	-13%	0.8%
C/C=C(/C)C(=O)OC(C)(C)[C@@H]1Cc2c(ccc3ccc(=O)oc23)O1	46%	1%	-4%	2%	i
CCn1cc(C(=O)O)c(=O)c2cnc(N3CCNCC3)nc21	-10%	26µM*	7%	/	/
N[C@@H](Cc1c[nH]c2ccc(O)cc12)C(=O)O	6%	1%	-1%	11%	1.4%
CC[C@@H]1C(=O)OC[C@@H]1Cc1cncn1C	0%&-10%	-2%&1%&-16%	-1%&-7%	-11%&1%	0.6%&1.2%

For convenience, two of the compounds above.
SMILES	tuberculosis growth	PhoP GFP inhibition	H37Rv inhibition	H1N1 NS1A inhibition	VEEV TC-83 Vero	others
COc1cc(-c2oc3cc(O)cc(O)c3c(=O)c2O[C@@H]2O[C@H](COC3O[C@@H](C)[C@H](O)[C@@H](O)[C@H]3O)[C@@H](O)[C@H](O)[C@H]2O)ccc1O (some centres not stated)	4%	/	5%	3%	0.4%
C/C=C(/C)C(=O)OC(C)(C)[C@@H]1Cc2c(ccc3ccc(=O)oc23)O1	46%	1%	-4%	2%	i

Returning to the listing, repeating the 2 entries before the break.
SMILES	tuberculosis growth	PhoP GFP inhibition	H37Rv inhibition	H1N1 NS1A inhibition	VEEV TC-83 Vero	others
COc1cc(-c2oc3cc(O)cc(O)c3c(=O)c2O[C@@H]2O[C@H](COC3O[C@@H](C)[C@H](O)[C@@H](O)[C@H]3O)[C@@H](O)[C@H](O)[C@H]2O)ccc1O (some centres not stated)	4%	/	5%	3%	0.4%
C/C=C(/C)C(=O)OC(C)(C)[C@@H]1Cc2c(ccc3ccc(=O)oc23)O1	46%	1%	-4%	2%	i
COc1ccc(-c2cc(=O)c3c(O)cc(OC4OC(COC5OC(C)C(O)C(O)C5O)C(O)C(O)C4O)cc3o2)cc1O (configuration not stated)	-16%	-4%	-2%	2%	i
CCCc1nc(C(C)(C)O)c(C(=O)O)n1Cc1ccc(-c2ccccc2-c2nn[nH]n2)cc1	2%	4%	8%	/	/
COc1ccccc1N1CCN(CCCN=C2CC(=O)N(C)C(=O)N2C)CC1	-6%	/	-1%	-10%	2.6%
Nc1nc(O)c(N=Nc2ccc(S(N)(=O)=O)cc2)c(=O)[nH]1	3%	-15%	0%	/	/
Cc1c(C(=O)O)c(O)cc2c1C(=O)c1c(O)c([C@@H]3O[C@H](CO)[C@@H](O)[C@H](O)[C@H]3O)c(O)c(O)c1C2=O	9%	/	17%	11%	0.2%	VEEV TC-83 Vero 10K pilot screen=3.1
CCN(CC)CCOC(=O)c1ccc(N)cc1	-14%	4%	9%	-1%	i
COc1ccc(C2CNC(=O)C2)cc1OC1CCCC1 (configuration not stated)	7%	0%&12%	-8%	-6%	1.2%
CCCCNc1ccc(C(=O)OCCN(C)C)cc1	-14%	1%	-3%	4%	1.2%
O=C(O)CCC(=O)c1ccc(-c2ccccc2)cc1	6%	-7%	2%	3%	0.4%
CN(C)CCC[C@]1(c2ccc(F)cc2)OCc2cc(C#N)ccc21	0%	7%	1%	1%	0.9%
C/C=C/C(=O)N(CC)c1ccccc1C	1%	/	-4%	1%	0.8%

The list is partial. The share of hits here may be higher or lower than overall.
